Compound activity as filed in PubChem.
BoNT F protease – BoNT F light chain protease inhibition; Multiplex microsphere protease cleavage assay, flow cytometry; inhibition, % at 10 µM; 0.22% of 360,000 active; AID 588497; in the data active = inhibition above about 35%, passing the limit was not always enough; inconclusive = no clear call, values can overlap the other calls; note: plate controls were buffer without enzyme for full effect and enzyme alone for no effect
BoNT-A LC inh2 – BoNT A light chain protease inhibition. inhibition, % at 10 µM. multiplex microsphere protease substrate cleavage, flow cytometry. 0.17% of 360,000 active; in the data active = inhibition above about 30%; inconclusive = no clear call, values can overlap the other calls; note: plate controls were buffer without enzyme for full effect and enzyme alone for no effect
GDH-TPI inh – inhibits GDH-TPI coupling enzymes, artifact for Mtb FBA screen | inhibition, % at 4.8 µM | 1.2% of 360,000 active | GDH-TPI coupled enzyme counterscreen, NADH absorbance;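 note: 0% = DMSO wells and 100% = wells lacking the enzyme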
UGM FP inh – blocks M. tuberculosis UGM enzyme; P9WIQ1; purified UGM, fluorescence polarization probe displacement; inhibition, % at 10 µM; 0.06% of 320,000 active; in the data active = inhibition above about 10%, passing the limit was not always enough; inconclusive = no clear call, values can overlap the other calls
Target sequence (P9WIQ1 whole entry, looked up): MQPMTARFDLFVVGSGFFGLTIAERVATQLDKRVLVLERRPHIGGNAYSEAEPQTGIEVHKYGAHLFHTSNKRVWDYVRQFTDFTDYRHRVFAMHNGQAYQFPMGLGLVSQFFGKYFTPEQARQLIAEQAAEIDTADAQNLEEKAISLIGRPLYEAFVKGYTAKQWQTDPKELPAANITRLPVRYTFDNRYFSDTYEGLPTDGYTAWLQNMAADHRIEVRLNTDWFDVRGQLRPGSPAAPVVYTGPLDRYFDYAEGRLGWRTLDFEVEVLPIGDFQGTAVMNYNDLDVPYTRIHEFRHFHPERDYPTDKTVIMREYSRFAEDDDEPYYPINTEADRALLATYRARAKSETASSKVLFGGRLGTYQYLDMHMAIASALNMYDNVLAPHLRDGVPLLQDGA
Mtb BioA inh – BioA (M. tuberculosis) enzyme inhibition; purified M. tuberculosis BioA enzyme, plate reader; inhibition, % at 9.99 µM; 0.096% of 360,000 active; in the data active = inhibition above about 40%; inconclusive = no clear call, values can overlap the other calls
PrPC TRFRET – reduces human prion protein on the cell surface | cell surface PrPC, TR-FRET read-out | inhibition, % at 13.8 µM | 0.43% of 370,000 active | P04156; in the data active = inhibition above about 24%; note: 0% = median of the test wells and 100% = reference compound wells
Mtb FBA inh – inhibitors of M. tuberculosis fructose-bisphosphate aldolase | P9WQA3 | purified M. tuberculosis FBA, fluorescence read-out | inhibition, % at 1 µM | 2.3% of 360,000 active; in the data active = inhibition above about 27%;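 note: 0% = vehicle and 100% = reference inhibitor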
Target sequence (P9WQA3 whole entry, looked up): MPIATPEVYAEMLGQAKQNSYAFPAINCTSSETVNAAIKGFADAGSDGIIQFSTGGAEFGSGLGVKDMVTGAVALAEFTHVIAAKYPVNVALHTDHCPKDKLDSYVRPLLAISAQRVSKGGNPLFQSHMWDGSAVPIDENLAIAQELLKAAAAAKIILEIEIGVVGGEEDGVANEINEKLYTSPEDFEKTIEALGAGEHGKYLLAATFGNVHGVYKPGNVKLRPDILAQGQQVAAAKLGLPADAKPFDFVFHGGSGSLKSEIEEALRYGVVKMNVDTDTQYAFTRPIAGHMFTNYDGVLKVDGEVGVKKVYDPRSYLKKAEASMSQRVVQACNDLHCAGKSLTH
FadD28 FP inh – M. tuberculosis FadD28 bisubstrate binding inhibition | inhibition, % at 12.5 µM | AID 588549 | 0.22% of 360,000 active | FadD28 bisubstrate probe binding, fluorescence polarization; in the data active = inhibition above about 8.5%, passing the limit was not always enough; inconclusive = no clear call, values can overlap the other calls
CCHF vOTU inh – blocks the CCHF virus ovarian tumor domain protease; CCHFV vOTU protease, Pep-AMC fluorescence; inhibition, % at 11.5 µM; 0.55% of 370,000 active; note: 0% = vehicle wells with enzyme and 100% = no enzyme wells
An asterisk follows results filed as active; ? = inconclusive; nt = not tested or not shown; & = joins results of further samples. Cut-off read from the data, not from the text of the source, unless noted: active = inhibition above about 30%; inactive = the rest. Outcome played no part in choosing rows; overall some 4.8% were active at least once.

Screens in order: GDH-TPI inh	BoNT F protease	BoNT-A LC inh2	CCHF vOTU inh	PrPC TRFRET	UGM FP inh	Mtb FBA inh	FadD28 FP inh	Mtb BioA inh
Cc1cc(C)n(CC(C)NCc2c(C(=O)N3CCOCC3)nc3c(C)cccn23)n1 (configuration not stated)
  -2	0	-0.4	1	-2	0.9	0	-1.1	0.0
CCCNC(=O)C1CCC(CNS(=O)(=O)c2ccc3c(c2)CC(C)N3C(C)=O)CC1 (configuration not stated)
  9	11	6.1	4	-8	-0.7	1	-2.4	-0.7
CCN1CCN(Cc2ccc(NC(=O)c3cc(NC(=O)c4cnn(-c5ccccc5)c4N)cc(OC)c3)cc2C(F)(F)F)CC1
  -3	-10	0.7	-1	-24	-2.9	2	-12	-0.6
CCOC(=O)c1cccc(NC(=O)c2ccc3c(c2)C(=O)N(CC2CCCO2)C3=O)c1 (configuration not stated)
  5	-6	-6.4	3	-1	-3.5	1	-1.6	1.1
FCc1nc2nc(Cl)c(Cl)nc2[nH]1
  24	0	-0.1	-3	3	nt	2	-0.5	-1.2
CCC(=O)N1CC(C)C(=O)Nc2ccccc21 (configuration not stated)
  12	0	0.1	9	7	-0.4	3	-1.3	-0.1
CC(=O)c1ccc(N2CCN(C(=O)c3cc4c(C)nc5ccccc5c4o3)CC2)cc1
  2	1	0.3	-9	7	1.7	1	-0.1	-1.2
C[C@H](CO)N1C[C@H](C)[C@@H](CN(C)C(=O)Nc2ccccc2F)Oc2ncc(Br)cc2C1=O
  1	-2	-0.2	-1	-9	nt	-3	-3.5	1.5&1.6
CN(CCCNC(=O)C1CCCN(S(=O)(=O)c2cnc[nH]2)C1)c1ccccc1 (configuration not stated)
  0	5	0.5	-5	-6	-1.7	4	0.8	-0.6
O=C(CN1CCC(NC(=O)Nc2ccc(F)cc2)CC1)Nc1ccccc1[N+](=O)[O-]
  11	16	1.2	7	-16	-0.1	6	-1.3	-0.8
CCCCNc1nc(CC(C)=O)ns1
  -5	-4	0.4	-7	7	0.4	4	-3.5	-1.8
CCOc1ccc(N2C(=O)CC(N3CCN(c4ccc(C(=O)c5ccncc5)cc4)CC3)C2=O)cc1 (configuration not stated)
  18	22	2.0	0	-6	-0.2	6	-2.9	-2.2
Cc1cccc(C(=O)Nc2ccc(S(=O)(=O)Nc3nc(C)cc(C)n3)cc2)c1
  -4	?	-1.7	11	-2	-1.3	1	-2.4	7.0
CCCCN(CC)CCCNC(=O)c1cc2c(-c3ccc(OC)c(OC)c3)nn(C)c2s1
  11	19	-0.7	7	-9	0.6	3	-3.5	5.0
C=CCn1c(C)cc(C(=O)COc2ccc(N(C)S(=O)(=O)c3ccc(NC(C)=O)cc3)cc2)c1C
  3	-2	0.8	5	0	2.8	2	-0.8	2.0
Cc1ccc(-n2ncc3c(SCC(=O)NNC(=O)c4ccco4)ncnc32)cc1
  9	-3	-0.7	8	2	0.1	0	-2.3	nt
O=C(COC(=O)c1ccc(Br)o1)NCC1CCCO1 (configuration not stated)
  7	5	2.6	-5	-2	-0.1	1	1.1	0.4
CC(=O)c1cccc(NC(=O)c2ccc(OCc3c(C)noc3C)cc2)c1
  4	-1	1.8	-4	1	2.4	4	0.8	-1.8
COc1ccc(S(=O)(=O)N2CCOCC2)cc1NC(=O)c1cccs1
  1	-47	-28	-3	-4	-1.8	4	-0.3	-0.4
Cn1ncc(Oc2ccc([N+](=O)[O-])cc2)c(Cl)c1=O
  -5	-39	-5.3	-7	-7	-1.3	-4	-2.8	-1.2

Full records, looked up by structure.
`O=C(CN1CCC(NC(=O)Nc2ccc(F)cc2)CC1)Nc1ccccc1[N+](=O)[O-]` as listed: GDH-TPI inh: 11; BoNT F protease: 16; BoNT-A LC inh2: 1.2; CCHF vOTU inh: 7; PrPC TRFRET: -16; UGM FP inh: -0.1; Mtb FBA inh: 6; FadD28 FP inh: -1.3; Mtb BioA inh: -0.8
`Cc1cccc(C(=O)Nc2ccc(S(=O)(=O)Nc3nc(C)cc(C)n3)cc2)c1` as listed: GDH-TPI inh: -4; BoNT F protease: ?; BoNT-A LC inh2: -1.7; CCHF vOTU inh: 11; PrPC TRFRET: -2; UGM FP inh: -1.3; Mtb FBA inh: 1; FadD28 FP inh: -2.4; Mtb BioA inh: 7.0
`O=C(COC(=O)c1ccc(Br)o1)NCC1CCCO1` (configuration not stated) as listed: GDH-TPI inh: 7; BoNT F protease: 5; BoNT-A LC inh2: 2.6; CCHF vOTU inh: -5; PrPC TRFRET: -2; UGM FP inh: -0.1; Mtb FBA inh: 1; FadD28 FP inh: 1.1; Mtb BioA inh: 0.4

Following part:
Screens in order: GDH-TPI inh	BoNT F protease	BoNT-A LC inh2	CCHF vOTU inh	PrPC TRFRET	UGM FP inh	Mtb FBA inh	FadD28 FP inh	Mtb BioA inh
COc1ccc(S(=O)(=O)N2CCCC(C(=O)NCc3ccncc3)C2)cc1Cl (configuration not stated)
  0	0	0.1	-17	7	-4.4	0	-3.7	0.6
COc1ccc(CNC(=O)/C=C/c2ccc(S(=O)(=O)NCc3ccco3)cc2)cc1OC
  0	-3	-0.2	-10	-4	2.6	0	-2.2	nt
Cc1ccc(-n2c(O)c(/C=N/N3CCCCC3c3cccnc3)c(=O)[nH]c2=S)cc1 (configuration not stated)
  30	5	1.5	12	-5	0.4	-4	-2.7	nt
Cc1[nH]c(C(=O)N/N=C/c2ccc(C(=O)O)cc2)c(C)c1C(=O)N/N=C/c1ccc(C(=O)O)cc1
  74*	-1	-0.6	17	-3	-0.6	-1	-7.5	-1.3
O=c1c2c(-c3ccc(Cl)cc3)csc2nc2n1CCC2
  8	5	-0.3	0	4	-0.4	1	-4.1	11
O=C1c2ccccc2C(=O)N1c1ccc(S(=O)(=O)N2CCCCC2)cc1
  6	?	0.9	-9	-1	0.2	0	-2.3	-0.2
COc1cc(NC(=O)c2cc(C(C)C)on2)cc(OC)c1OC
  5	-2	-0.4	-2	2	1.4	-1	1.8	-1.7
CS(=O)(=O)N(CC(=O)NCC1CCCO1)c1cccc(Cl)c1 (configuration not stated)
  6	4	0.5	-7	-1	1.7	3	1.3	nt
O=C(CC12CC3CC(CC(C3)C1)C2)NCC(=O)OCc1cc(=O)oc2ccc3ccccc3c12
  9	3	6.1	-28	0	7.1	36*	-3.9	-0.8
Cn1cc(C(=O)c2ccc(Cl)cc2Cl)cc1C(=O)N/N=C(\N)COc1ccc(Cl)cc1
  14	6	2.3	-3	16	-3.1	-3	-1.8	nt
COc1ccc(Cl)cc1C(=O)Nc1nc(C)cc(C)n1
  -2	22	-0.4	14	-8	3.5	-1	-0.9	-1.3
CN1CCN(C(=O)CCN2C(=O)/C(=C\c3ccccc3F)SC2=S)CC1
  10	4	6.5	23	-15	1.7	-2	-4.2	-0.4
CC(C(=O)NC1CCCCCC1)c1ccc([N+](=O)[O-])cc1 (configuration not stated)
  9	nt	nt	-2	0	2.4	-1	-1.0	-1.5
CC(C)c1ccc(S(=O)(=O)N2CCN(C(=S)NCc3ccco3)CC2)cc1
  0	-4	-0.5	12	2	2.0	1	-0.9	-5.2
Cc1nn(-c2cc(C)c3ccccc3n2)c2c1C1C(C2)C1(C)C (configuration not stated)
  6	-8	-0.7	-1	4	1.3	3	-1.1	-1.8
Cc1noc(/C=C/c2ccco2)c1S(=O)(=O)N1CCC(C(=O)N2c3ccccc3CC2C)CC1 (configuration not stated)
  21	-3	1.5	0	5	0.0	-1	-3.4	-2.3
CC(C)CCn1c(CN2CCN(C(=O)c3ccco3)CC2)nc2c1c(=O)n(C)c(=O)n2C
  15	-1	0.2	9	-7	0.1	0	-1.9	2.7
CCOC(=O)C1(Cc2ccccc2)CCCN(S(=O)(=O)N(C)C)C1 (configuration not stated)
  6	9	-0.3	0	11	-2.4	4	0.2	-2.4
O=C1CC(c2cccc(O)c2)Oc2ccccc21 (configuration not stated)
  10	16	5.8	11	-1	-2.1	0	-0.8	-0.3
CCOC(=O)CN1C(=N)N(c2nc(NC(C)C)nc(OC)n2)CC1=O
  6	?	?	0	6	2.7	6	0.5	-3.7
Nc1ccc(-c2nc3ccccc3[nH]2)cc1
  23	-13	-1.5	-26	0	0.2	117*	0.3	-0.1
CC1CCCCN1CCCNc1c(C=O)c(=O)[nH]c2ccccc12 (configuration not stated)
  1	4	-0.2	3	1	0.1	-3	-3.8	-0.4
N#Cc1c(NCCCO)nc(-c2ccco2)c2c1CCCC2
  6	-1	1.7	-26	-7	0.6	27*	-2.2	-2.3
CCN(CC)S(=O)(=O)c1ccc(C(=O)NCC(=O)N/N=C/c2ccccc2OC)cc1
  2	-4	-0.8	3	-4	-0.1	-1	0.0	-0.4
COc1ccccc1NC(=O)c1ccccc1C(=O)N(C)Cc1ccccc1
  9	-7	-0.8	-7	11	-1.7	-1	-1.2	-0.9
Cc1c(Cl)cccc1NC(=S)N1CCOCC1
  7	6	0.1	1	-1	-1.7	-6	-3.3	nt
N#CCCSc1ccccc1NC(=O)c1cc(=O)c2ccccc2o1
  11	-5	0.4	6	0	0.7	0	0.7	0.5
CCC(C)C(NC(=O)c1ccccc1NC(=O)c1ccc(C)cc1)C(=O)O (configuration not stated)
  1	-1	0.2	1	5	2.0	-1	-1.9	nt
CCCC(C)c1oc(=O)cc(O)c1C (configuration not stated)
  2	-5	-0.4	15	-4	nt	-2	-0.8	0.6
COc1cc(/C=C(\C#N)c2ccccn2)cc(OC)c1O
  30	-10	0.7	2	-8	-16	-11	-1.0	nt
Cc1nccn1CC(=O)N/N=C/c1c[nH]c2ccccc12
  27	?	-0.1	-12	7	-1.5	-2	-0.4	-0.1
Cc1cc(N2CCCCC2)nc(-c2ccc(Br)cc2)n1
  -3	-1	-1.0	1	-2	0.5	-7	-4.0	nt
Cc1ccc(NC(=O)COC(=O)c2cc(=O)c3cc(F)ccc3o2)cc1
  -7	6	-0.9	-7	6	nt	5	-0.2	1.3
Cc1ccc(NC(=S)N(Cc2ccccc2)Cc2cccs2)c(C)c1
  5	-1	-0.3	3	7	1.1	1	-0.8	nt
CCCn1nnc(NC(=S)NC(=O)C(C)(C)C)n1
  0	5	0.6	-9	-3	1.9	-9	-3.2	-1.3
CCOC(=O)C(C(=O)OCC)C1CCS(=O)(=O)C1 (configuration not stated)
  9	3	0.4	9	-5	1.0	2	-2.3	-0.7
CCC(C)Sc1ccc([C@@H]2[C@H]3C(=O)N(C)C(=O)[C@H]3[C@]3(C(=O)OC)CCCN23)cc1 (some centres not stated)
  2	-1	-0.1	10	-5	-2.2	3	-1.5	0.1
CC1CC(C)CN(C(=O)COC(=O)c2cc([N+](=O)[O-])ccc2N2CCOCC2)C1 (configuration not stated)
  10	-4	-0.5	14	-28	5.8	-3	-0.1	nt
CCOC(=O)c1cc(-c2cccs2)[nH]n1
  8	7	0.4	11	-9	0.4	1	-2.1	nt
C=CCOc1c(Cl)cc(CNc2nccs2)cc1OC
  -3	-5	0.0	-8	-3	0.9	1	1.4	-2.8
NC1=NC(c2ccccc2C(F)(F)F)N(c2ccc(F)c(Cl)c2)C(N)=N1 (configuration not stated)
  10	6	-2.2	7	-13	0.2	0	nt	2.3

Of the compounds above, 3 have bromine:
Screens in order: GDH-TPI inh	BoNT F protease	BoNT-A LC inh2	CCHF vOTU inh	PrPC TRFRET	UGM FP inh	Mtb FBA inh	FadD28 FP inh	Mtb BioA inh
C[C@H](CO)N1C[C@H](C)[C@@H](CN(C)C(=O)Nc2ccccc2F)Oc2ncc(Br)cc2C1=O
  1	-2	-0.2	-1	-9	nt	-3	-3.5	1.5&1.6
O=C(COC(=O)c1ccc(Br)o1)NCC1CCCO1 (configuration not stated)
  7	5	2.6	-5	-2	-0.1	1	1.1	0.4
Cc1cc(N2CCCCC2)nc(-c2ccc(Br)cc2)n1
  -3	-1	-1.0	1	-2	0.5	-7	-4.0	nt
